Compound activity from PubChem BioAssay.
ssDAF-12 act: S. stercoralis DAF-12 nuclear receptor activators, primary screen, cell-based, luminescence, HEK293, GRIP1 co-expression, lit1-tk-luc | 370,000 compounds, 1% hits | Nuclear hormone receptor DAF-12 (Strongyloides stercoralis) | AID 652126, 2013 | activation, % at 6.8 µM | HEK293 ssDAF-12/GRIP1 lit1-tk-luc reporter; % of 3 µM dafachronic acid response;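 active means activation above the mean over all tested compounds plus 3 SD, cut at about 0.9% in these data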;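 further: 0% = DMSO-only wells and 100% = 3 µM delta7-dafachronic acid wells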
ADAM10 inh: human ADAM10 inhibitors, primary screen, biochemical, QFRET, HTS. Disintegrin and metalloproteinase domain-containing protein 10 (Homo sapiens), O14672. recombinant ADAM10, EDANS/DABCYL FRET peptide cleavage, 3 h. inhibition, % at 7 µM. 370,000 compounds, 0.62% hits. AID 720582, 2013;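 active means inhibition above a per-campaign cutoff equal to the mean of compounds falling between control-based bounds plus 3 SD, cut at about 20% in these data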;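 further: 0% = DMSO wells while the 100% control is not disclosed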
Target sequence (O14672 214-748 limits assumed): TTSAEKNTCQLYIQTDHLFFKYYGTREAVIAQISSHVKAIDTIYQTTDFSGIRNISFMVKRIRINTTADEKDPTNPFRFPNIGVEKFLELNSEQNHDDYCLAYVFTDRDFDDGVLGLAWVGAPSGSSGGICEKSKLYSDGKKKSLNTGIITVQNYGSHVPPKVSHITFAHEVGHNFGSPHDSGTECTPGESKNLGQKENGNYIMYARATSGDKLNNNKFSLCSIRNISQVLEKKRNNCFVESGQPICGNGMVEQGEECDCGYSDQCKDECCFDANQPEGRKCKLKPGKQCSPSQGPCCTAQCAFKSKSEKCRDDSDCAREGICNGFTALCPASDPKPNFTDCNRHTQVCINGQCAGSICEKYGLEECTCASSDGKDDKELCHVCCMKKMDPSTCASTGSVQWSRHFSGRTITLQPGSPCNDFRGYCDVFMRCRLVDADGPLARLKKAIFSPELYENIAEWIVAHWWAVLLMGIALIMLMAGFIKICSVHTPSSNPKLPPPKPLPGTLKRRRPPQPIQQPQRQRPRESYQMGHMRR
DAX1 inh-1: DAX1 (NR0B1) inhibitors, primary screen, cell-based, HEK293, Gal4-DAX1, luciferase luminescence; Nuclear receptor subfamily 0 group B member 1 (Homo sapiens), P51843; 340,000 compounds, 0.99% hits; inhibition, % at 6.75 µM; HEK293 Gal4-DAX1 luciferase reporter; AID 504766, 2011;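 active means inhibition above the mean over all tested compounds plus 3 SD, cut at about 4.2% in these data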;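 further: 0% = DAX1-transfected cells with DMSO and 100% = empty-vector control cells with DMSO; inhibition shows as a rise in luminescence from relieved DAX1 repression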
Target sequence (P51843 207-470 limits assumed): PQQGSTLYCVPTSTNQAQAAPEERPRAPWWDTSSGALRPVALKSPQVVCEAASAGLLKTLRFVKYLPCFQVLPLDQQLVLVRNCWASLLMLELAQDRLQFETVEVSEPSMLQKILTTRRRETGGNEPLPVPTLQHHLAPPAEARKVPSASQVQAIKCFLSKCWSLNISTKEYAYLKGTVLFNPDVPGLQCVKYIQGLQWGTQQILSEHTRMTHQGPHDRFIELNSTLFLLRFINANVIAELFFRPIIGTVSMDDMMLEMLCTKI
hgDAF12 agonist: H. glycines DAF-12 receptor agonists, primary screen, cell-based, luminescence, HEK293, GAL4 fusion, UAS-luciferase; HEK293 GAL4-hgDAF12 UAS-luciferase reporter, agonist luminescence; normalized to butyrate control; activation, % at 6.8 µM; 370,000 compounds, 1.8% hits; AID 687014, 2013;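 active means activation above a cutoff set at the mean of all screened compounds plus 3 SD, cut at about 10% in these data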;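 further: 0% = DMSO wells and 100% = sodium butyrate wells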
sPLA2-III inh: human group III sPLA2 inhibitors, primary screen, biochemical, QFRET, BODIPY PC-A2 liposome substrate; QFRET BODIPY PC-A2 liposome hydrolysis, fluorescence; inhibition, % at 12.2 µM; 370,000 compounds, 0.56% hits;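 active means inhibition above mean plus 3 SD of compounds lying within the high and low control bounds, cut at about 19% in these data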;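 further: 0% = median of test compound wells and 100% = no enzyme DMSO wells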
SMARCA2 activ: SMARCA2 (BRM) function activators, primary screen, cell-based, luminescence, high throughput; AID 652017, 2013; 370,000 compounds, 1% hits; activation, % at 9.1 µM; MG213 cells, MMTV-luciferase reporter, dexamethasone, overnight; in the data active means activation above about 7.8%;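 further: 0% = vehicle wells and 100% = reference activator wells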
NPR2 activator: human GC-B receptor activators, primary screen, HEK293 GC-B cells, cGMP TR-FRET, EC30 CNP; Atrial natriuretic peptide receptor 2 (Homo sapiens), P20594; 370,000 compounds, 0.11% hits; activation, % at 10 µM; 0% at EC30 CNP, 100% saturating CNP;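 active means activation at 10 µM reaching about 35% in either raw or pattern-adjusted values, limit read from the data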
hcDAF-12 act: H. contortus DAF-12 nuclear receptor activators, primary screen, cell-based, luminescence, HEK293, lit1-tk-luc reporter. activation, % at 6.8 µM. HEK293 hcDAF-12 lit1-tk-luc reporter; 0% DMSO, 100% Δ7-dafachronic acid. 370,000 compounds, 1.4% hits;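 active means activation above the mean of all tested compounds plus 3 SD, cut at about 5.5% in these data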;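 further: 100% = response to 3 µM Δ7-dafachronic acid high control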
FXN GAA850 act: FXN promoter activators, primary screen, cell-based, luciferase luminescence, HEK293 lucGAA850; HEK293 lucGAA850 FXN promoter luciferase reporter, 24 h; percent of 10 µM SAHA response; activation, % at 6 µM; 360,000 compounds, 0.56% hits;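 active means activation above the average of all compounds screened plus 3 SD, cutoff fixed separately per campaign, cut at about 7.5% in these data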;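 further: 0% = DMSO wells and 100% = 10 µM SAHA wells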
GC-A act: GC-A stimulated cGMP production enhancers – HEK293 GC-A cells, cGMP TR-FRET, EC30 ANP, primary screen | Atrial natriuretic peptide receptor 1 (Homo sapiens), P16066 | 0% at EC30 ANP, 100% saturating ANP | 370,000 compounds, 0.14% hits | activation, % at 10 µM; in the data active means activation above about 40%
DAX1 inh-2: DAX1 (NR0B1) inhibitors on StAR promoter, primary screen, cell-based, luminescence, SF-1 (NR5A1), full-length DAX-1. inhibition, % at 6.8 µM. HEK293T StAR-luciferase reporter, SF-1/DAX-1 repression relief. 370,000 compounds, 1.1% hits. AID 652010, 2013;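 active means inhibition above the mean over all tested compounds plus 3 SD, cut at about 3.6% in these data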;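 further: 0% = DAX-1 cells with DMSO and 100% = cells lacking DAX-1 with DMSO; higher inhibition means more luminescence from relief of DAX-1 repression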
Starred values were filed as active, the others as inactive; i = inactive; . = no result given.

SMILES	ssDAF-12 act	ADAM10 inh	DAX1 inh-1	hgDAF12 agonist	sPLA2-III inh	SMARCA2 activ	NPR2 activator	hcDAF-12 act	FXN GAA850 act	GC-A act	DAX1 inh-2
O=C1CSC(=S)N1c1ccc(Cl)c(Cl)c1	-1.3	-4	-0.9	-0.9	15	-4	-1	1.1	1.3	4	-0.3
CN(C)c1ccc(C(=O)NCC2CCN(C(=O)C(=O)c3cccs3)CC2)cc1	-0.8	1	.	-1.1	4	3	5	-1.2	.	0	-0.7
O=C(NCc1ccc(F)cc1)c1ccc2c(=O)n3c(nc2c1)CCCCC3	-1.3	-2	5.0*	-1.5	-3	-1	-1	0.6	-0.7	-2	-0.7
CN(C1CCCCC1)S(=O)(=O)c1cn(C)c(=O)n(C)c1=O	-0.9	1	0.5	3.2	9	-2	-1	2.0	1.7	-3	0.0
Cc1ccccc1Cn1nnc2c1C(=O)c1ccccc1C2=O	-0.8	6	1.4	0.8	2	-1	3	1.8	-0.7	-3	0.0
O=C(O)/C(=C\c1ccccc1OC(F)F)c1ccc(-c2ccccc2)cc1	-1.2	-16	1.2	3.7	-13	-2	6	2.2	2.8	3	0.1
OCC1(CCOc2ccccc2)CCN(Cc2cn[nH]c2-c2ccccc2)CC1	-1.6	4	-0.5	-0.4	-17	3	-3	0.9	0.4	-10	-0.2
O=C(c1ccc(COCC(F)(F)F)cc1)N1CCN(c2ccccn2)CC1	-1.5	0	1.0	-3.6	-2	1	1	-0.7	0.8	3	0.0
CC(C)CCN1CCN(Cc2ccc(Oc3ncccn3)cc2)CC1CCO (stereo unspecified)	-0.9	0	-0.8	-2.0	1	-1	0	-0.9	-4.6	-1	-0.6
CC(Oc1ccccc1)C(=O)Nc1nnc(S(=O)(=O)N2CCCCCC2)s1 (stereo unspecified)	-1.5	3	0.7	0.1	-30	-1	2	-0.6	2.1	2	-0.3
O=C(c1ccc(C(=O)N2CCOCC2)s1)N1CCOCC1	-0.5	-8	1.5	0.6	2	-2	-3	-0.1	-1.8	4	-0.1
NC(=O)c1ccsc1NC(=O)COC(=O)c1ccc(Cl)nc1	-1.1	-37	0.9	0.2	4	-1	-1	-1.6	0.7	-2	1.2
COc1ccc(C(=O)NCc2ccc(C)cc2)cc1S(=O)(=O)N1CCCc2ccccc21	-0.9	14	-1.2	-0.7	-18	-1	-1	1.0	-1.6	1	0.5
CCOc1ccccc1CNc1nc2nc3c(c(=O)n2[nH]1)CCC3	-0.9	-1	-0.7	1.3	-5	0	-1	0.2	-1.0	3	0.5
CC(NC(=O)COC(=O)c1ccc2c(c1)OCCO2)c1ccccc1 (stereo unspecified)	-0.1	-12	-0.6	1.2	19	-2	0	-1.2	0.0	-2	-0.6
CC1=NN(c2ccc(Cl)c(C(=O)O)c2)C(=O)/C1=C\c1ccc(-c2ccc(C(=O)O)cc2)o1	-1.3	-59	-1.8	-2.8	2	1	-4	0.2	0.9	0	0.1
O=c1c2ccccc2nc(SCCN2CCCCC2)n1CCc1ccccc1	-0.7	0	1.5	3.4	-1	7	-10	3.2	0.8	-18	1.2
COc1cc(NC(=O)c2cccc3c(-c4cnn(C)c4)coc23)cc(OC)c1OC	-2.1	1	.	-9.8	-4	-3	7	-4.2	-8.4	1	-4.2
CCC1CCCCN1C(=O)CSc1nnc(CNC(=O)c2ccco2)o1 (stereo unspecified)	-0.9	-5	-1.2	2.4	3	-4	-1	1.5	-1.1	2	0.3
O=C(N/N=C/C(c1ccccc1)c1ccccc1)c1ccccc1F	-1.5	0	0.7	2.3	0	2	1	0.1	2.7	-7	0.1
CCn1c(=O)cc(OCC(=O)N2CCCC2)c2ccccc21	-1.0	-23	-0.6	-1.2	12	-2	-1	-0.9	-0.4	-1	-0.5
CCc1cccc(CC)c1NC(=S)Nc1ccc2cn[nH]c2c1	-1.2	-24	1.3	0.2	11	-3	-6	-0.6	3.3	-3	-0.4
CS(=O)(=O)N(Cc1ccc(C(=O)N2CCc3ccccc3C2)cc1)c1ccccc1	-1.5	-1	-0.8	1.5	-8	-4	4	-0.7	1.7	1	-1.1
Nc1nc2sc3c(c2cc1C(=O)NCC(=O)O)CCCC3	-1.0	-5	-0.6	0.2	-1	-1	-2	0.8	-0.1	1	0.2
Cc1cc(C)c2nc(SC(C)C#N)cc(C)c2c1 (stereo unspecified)	-1.5	14	2.3	-1.7	-8	-2	-2	-1.2	-2.4	-2	0.4
CC(=O)N(CCOc1ccccc1)CCOc1ccccc1	-0.6	-4	-2.4	-2.0	-11	4	1	-1.2	1.9	3	0.9
N#Cc1ccccc1S(=O)(=O)N1CCN(C(=O)Cc2n[nH]c(=O)c3ccccc23)CC1	-1.5	-10	-0.4	1.2	4	-6	0	-0.8	-0.5	-3	0.6
N#Cc1ccc(CSc2nnc(-c3ccccn3)n2-c2ccccc2)cc1	-1.5	-15	0.1	1.3	-7	-3	-8	-1.4	2.2	-5	0.3
Cc1cccc(-c2nc(CCNC(=O)c3ccco3)cs2)c1	-1.6	1	0.4	0.8	-1	-1	-1	-2.9	-0.4	1	-0.1
CNc1cccnc1C=NNC(N)=S	-0.1	i	-4.7	-6.9	6	-2	-5	2.3	-13	1	-5.5
C#CCNC(=O)c1ccc2sc([C@H]3C[C@H](O)[C@@H](CO)O3)nc2c1	-1.7	-12	.	9.3	2	2	-1	1.5	2.9	2	-0.3
Cn1c(SCc2c(F)cccc2Cl)nc2c(c1=O)SCC2	-1.2	0	0.1	-4.7	0	-1	7	-0.1	-0.8	-6	0.0
CC1(C)CC(=O)C2=C(C1)Nc1ccccc1NC2c1cccs1 (stereo unspecified)	-2.5	5	-0.3	-0.1	6	6	-1	-1.6	-2.6	0	-0.8
O=S(=O)(Cc1ccccc1)Nc1cccc(Br)c1	-0.3	13	0.9	0.4	-14	5	-4	-0.2	-1.5	3	-0.6
Cc1c(Cc2ccccc2)c(=O)oc2c(C)c(OCC(=O)N3CCC(C(=O)O)CC3)ccc12	-1.2	i	1.3	-4.0	6	-1	-2	-2.5	-0.5	1	-1.1
O=C(NCCCNC(=O)c1ccc(Cl)cc1Cl)c1ccco1	-1.2	3	-1.0	0.9	1	-1	0	-0.1	-0.3	1	0.4
C[C@H]1COC(=O)[C@@H](Cc2ccc(F)cc2)CC/C=C\C[C@H](CC(=O)NCCO)C(=O)N1	-1.3	-1	1.3	0.1	0	0	2	-1.3	-1.3	4	-0.4
CC(C)(O)CNC(=O)Nc1ccc(Cl)c(Cl)c1	-1.9	-5	-1.2	-0.1	7	-5	-10	0.1	0.7	-4	0.1
CC1(C(=O)NCc2ccccc2)CN(S(C)(=O)=O)CC(=O)N1Cc1cccs1 (stereo unspecified)	-1.0	-3	.	1.0	0	-4	-3	-1.3	.	-1	-0.6
C/C(O)=C\c1nc(=O)c2c(C)cc(C)nc2n1-c1ccccc1	-0.9	5	0.1	-0.5	2	-4	-7	0.6	-1.8	-5	-0.5
O=c1c(Oc2ccccc2F)coc2cc(OCc3cnn(-c4ccccc4)c3)ccc12	-0.5	-7	2.2	0.7	-5	1	-4	1.0	2.4	4	-0.3
CCc1ccc(Nc2nnc(SCC(=O)Nc3ccc(C(=O)O)cc3)s2)cc1	-0.1	6	3.9	4.5	-6	2	1	1.2	0.5	0	3.7*
Clc1ccc(COn2nnc3ccccc32)c(Cl)c1	0.1	-1	4.5*	14*	-10	7	-5	5.3	3.7	-8	4.0*
CCN(CC)C(=O)COc1coc(CN2CCN(c3ccc(F)cc3)CC2)cc1=O	-1.2	-4	-0.1	-1.1	-2	0	-2	-0.6	-0.6	1	-1.1
O=C(Nc1cccc(O)c1)c1cnn2cccnc12	0.6	-1	1.3	6.7	-1	1	-10	3.0	1.9	0	1.3
COc1cccc(CCN2CCC(CNS(=O)(=O)c3cc(-c4cc(C)no4)ccc3C)CC2)c1	-1.9	3	-3.5	-4.4	-52	-4	-14	-4.5	-1.0	-24	-1.1
O=[N+]([O-])c1ccc(N2CCN(Cc3ccc(Br)o3)CC2)cc1	-1.8	7	-0.3	-2.6	-1	-3	-7	-2.7	0.2	-4	-0.2
CCN(C(=O)Cc1c(C(=O)O)[nH]c2ccccc12)c1cc(OC)ccc1OC	-1.2	4	4.8*	1.1	-13	-4	1	2.7	-2.2	5	0.1
Cc1cc(NC(=O)Cc2c(C)[nH]c3ccccc23)ccc1Oc1cccnc1	-0.2	-34	.	-0.4	-7	-2	-6	1.8	.	4	-0.3
COCCCNC(=O)C[C@H]1C[C@@]2(C(=O)OC)C(=C[C@H](C(C)C)O[C@@H]2C2CC2)N(Cc2ccc3c(c2)OCO3)C1=O	-1.5	3	.	-2.0	-4	0	0	-1.1	.	3	-0.8
CCOC(=O)CSCC(NC(=O)OC(C)(C)C)C(=O)OCC (stereo unspecified)	-1.6	-5	-0.3	-1.8	4	-3	2	-2.4	-1.7	2	-1.1
Cc1ccc(C(=O)NCCN2C3=NC[C@@H](Cc4ccccc4)N3C[C@H]2Cc2ccc(O)cc2)cc1Br	-1.3	3	0.8	-0.3	-15	0	-12	0.5	-5.7	-11	-0.9
CC(=O)Nc1ccc(SCC(=O)Nc2ccccc2N2CCOCC2)cc1	-0.9	-8	0.2	2.0	7	-2	-1	-1.8	-2.1	-1	0.5
COc1ccc(C2=NN(C(=O)c3cccs3)C(c3ccccc3OC)C2)cc1OC (stereo unspecified)	-2.0	0	-0.4	-2.1	-2	-3	0	-1.4	4.5	-2	-0.7
O=C(NCCN1CCOCC1)c1cc(-c2cccc(O)c2)on1	-0.4	-3	1.6	4.9	0	0	0	-0.6	-0.9	2	0.5
Cc1nn(CC(=O)OCC(=O)c2ccc(OC(F)F)cc2)c(C)c1[N+](=O)[O-]	-0.9	-8	-0.1	-1.2	2	-3	-2	-1.1	0.7	-1	1.2
